PTPN22 act: LYP (human) phosphatase activation; Q9Y2R2; recombinant LYP, DiFMUP fluorescence; 0 = plate median, 100 = signal doubled; activation, % at 2 µM; 0.11% of 96,000 active; AID 697;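 active = activation at 2 µM above a set limit, the mean plus 5 SD, cut at about 37% in these data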
PTPN22 inh 2: inhibitors of human LYP (PTPN22) phosphatase; Q9Y2R2; inhibition, % at 2 µM; 0.21% of 96,000 active; recombinant LYP catalytic domain, DiFMUP fluorescence;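 active = inhibition at 2 µM at or above a set limit, the screen mean plus 3 SD, cut at about 24% in these data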;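 also: 0% = DMSO with enzyme and 100% = enzyme fully blocked by orthovanadate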
F-actin modifier: alters cytoskeleton assembly in HUVEC cells. HUVEC TNFa F-actin phalloidin imaging, high content. inhibition, % at 2 µM. 0.18% of 91,000 active;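 active = inhibition above the batch mean plus 3 SD and confirmed as a hit by visual image inspection, cut at about 30% in these data, passing the limit was not always enough; inconclusive = above the inhibition threshold but rejected on visual inspection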; also: strong numbers were not always called active
TNFa cytotox: HUVEC cytotoxicity counter-screen, TNF alpha stimulated; HUVEC TNFalpha-stimulated, Hoechst cell count, imaging; cell count reduction, % at 2 µM; 0.17% of 93,000 active;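 active = cell count reduction exceeding the screen mean by over 5 SD, scaled to untreated wells per plate, cut at about 78% in these data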;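 also: cells counted after 24 h of TNF alpha exposure following the 1 h pretreatment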
FAK inh: inhibitors of human focal adhesion kinase; inhibition, %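 (tested at 7 µM)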; AID 727; 0.84% of 97,000 active; biochemical FAK kinase activity assay; in the data active = inhibition above about 19%;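 also: 0% = DMSO and 100% = reference compound high control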
IL1B cytotox: HUVEC cytotoxicity counter-screen, IL-1B stimulated. HUVEC cell count loss, Hoechst imaging. cell count reduction, % at 2 µM. 0.41% of 94,000 active. AID 845;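 active = cell count reduction more than 3 SD above the screen-wide mean, cut at about 70% in these data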;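 also: normalized per plate to untreated control cells as the no-loss baseline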
ERa SRC1 inh: ER-alpha (human) coactivator binding inhibition; P03372; TR-FRET ER-alpha LBD / SRC-1 peptide, estradiol-bound; inhibition, % at 25.6 µM; 1.7% of 86,000 active; in the data active = inhibition above about 50%;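 also: 0% = receptor plus peptide control and 100% = peptide only without receptor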
Pyk2 oligo antag: blocks oligomerization of human Pyk2 in cells. Q293 cells, Pyk2 FERM NanoBiT luminescence; stronger effect = lower value. z-score (the deposit names both 25 µM and 10 µM). 0.83% of 99,000 active. AID 1347419;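 active = Z-score of -3 or lower, scaled per plate to the spread of control and sample wells; inactive = z-score above -3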;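 also: negative z-score means lost luminescence so less FERM oligomerization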
Target sequence (Q14289 whole entry, looked up): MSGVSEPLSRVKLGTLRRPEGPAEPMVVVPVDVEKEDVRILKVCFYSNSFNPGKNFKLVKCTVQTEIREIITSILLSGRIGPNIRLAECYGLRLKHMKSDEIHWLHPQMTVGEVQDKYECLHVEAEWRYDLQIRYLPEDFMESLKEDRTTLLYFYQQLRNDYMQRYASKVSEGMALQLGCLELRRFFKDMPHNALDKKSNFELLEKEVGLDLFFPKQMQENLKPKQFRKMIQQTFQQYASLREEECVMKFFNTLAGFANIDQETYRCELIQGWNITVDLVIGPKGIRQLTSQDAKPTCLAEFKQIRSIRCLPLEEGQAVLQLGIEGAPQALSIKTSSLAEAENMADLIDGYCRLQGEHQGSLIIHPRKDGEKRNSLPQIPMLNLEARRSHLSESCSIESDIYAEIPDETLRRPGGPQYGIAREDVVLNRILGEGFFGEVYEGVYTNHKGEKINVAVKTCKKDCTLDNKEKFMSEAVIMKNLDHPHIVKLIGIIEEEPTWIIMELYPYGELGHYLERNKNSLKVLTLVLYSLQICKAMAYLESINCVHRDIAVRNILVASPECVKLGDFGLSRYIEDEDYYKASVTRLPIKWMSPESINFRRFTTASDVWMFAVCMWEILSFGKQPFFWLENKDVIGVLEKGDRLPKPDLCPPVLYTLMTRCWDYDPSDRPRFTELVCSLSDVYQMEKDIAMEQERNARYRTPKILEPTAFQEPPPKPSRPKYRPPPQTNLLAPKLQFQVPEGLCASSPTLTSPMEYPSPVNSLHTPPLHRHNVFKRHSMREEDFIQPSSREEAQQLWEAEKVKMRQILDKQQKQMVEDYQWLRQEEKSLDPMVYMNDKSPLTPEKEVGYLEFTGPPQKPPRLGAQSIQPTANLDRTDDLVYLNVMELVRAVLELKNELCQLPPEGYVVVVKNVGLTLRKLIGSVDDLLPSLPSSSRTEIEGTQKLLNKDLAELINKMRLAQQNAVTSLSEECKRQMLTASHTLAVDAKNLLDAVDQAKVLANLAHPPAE
VCAM1 TNFa inh: reduces TNF alpha induced VCAM1 expression in HUVEC | HUVEC TNFa-induced VCAM-1 immunofluorescence, high-content imaging | inhibition, % at 2 µM | 0.48% of 95,000 active | AID 802;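 active = inhibition above the batch mean plus 3 SD, with images confirmed as a hit by eye, cut at about 37% in these data; inconclusive = inhibition above that limit but hit not confirmed in images; inactive = inhibition not above that limit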;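 also: 0% = TNF-stimulated DMSO wells and 100% = unstimulated control wells; not every result past the cut was called active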
Numbers without * were called inactive; ? = inconclusive; nt = no result given; [ ] = another dose, or the depositor's remark.

entry	molecule	TNFa cytotox	PTPN22 act	VCAM1 TNFa inh	F-actin modifier	Pyk2 oligo antag	IL1B cytotox	ERa SRC1 inh	PTPN22 inh 2	FAK inh
1	CC(C)(C)Cc1nnc(NC(=O)c2cc(-c3ccccc3)nc3ccccc23)s1	-27	-3	-1	16	-2.2	-16	nt	4	-1
2	Cc1ccccc1NC(=O)c1sc2nc3c(c(-c4ccco4)c2c1N)CCCC3	2	-6	20	12	0.23	10	13[fluorescence artefact?]	4	0
3	c1cc2[nH]snc2c2nc(C3CC3)nc12	-42	7	10	-23	-1.9	2	17	-9	8
4	C=CCN(c1ccccc1)S(=O)(=O)c1cccc(C(=O)O)c1	-21	2	19	10	0.7	-2	-2	0	-2
5	O=C(COc1ccc(F)cc1)Nc1ccc(-n2cnnn2)cc1	-30	-3	8	11	0.27	4	-1	7	2
6	O=C(CSc1nc(Nc2ccccc2)nc(N2CCOCC2)n1)N1CCc2ccccc21	-20	-8	3	5	-1.6	-110	19	6	1
7	COc1ccccc1C(=O)Nc1cccc(N(C)S(C)(=O)=O)c1	26	7	-12	-26	1.7	-1	-11	-3	1
8	CC(=NCc1ccco1)c1c(O)n(C2CCCCC2)c(=O)[nH]c1=O	-13	-4	-46	22	0.54	-21	-26	1	0
9	COC(=O)CC(=O)CSc1nc(C)cc(C)c1C#N	-13	5	5	9	-0.04	-24	-4	-4	3
10	Cc1ccccc1NC(=O)c1cccc(S(=O)(=O)Oc2ccc([N+](=O)[O-])cc2)c1	8	0	7	12	0.08	-7	nt	3	-1
11	CCOC(=O)CN(C(=O)CSc1nnc(CNc2ccc(F)cc2)n1CC)c1ccc(F)cc1	-14	-11	3	14	0.64	-16	-3	13	-2
12	Cc1ccc2c(c1)c(C)c(C)n2CC(O)CN1CCOCC1 (configuration not stated)	8	4	0	-24	0.5	22	5[fluorescence artefact?]	-2	-2
13	CCOC(=O)C1=C(c2ccccc2)OC(N)=C(C#N)C1c1ccco1 (configuration not stated)	68	2	69*	33	0.13	1	9	-2	15
14	Cc1nc(C)c(C(=O)Nc2ccc(C)c(F)c2)o1	-8	0	26	1	0.42	-13	13	-3	0
15	O=C(COC(=O)c1ccccc1Cl)Nc1nccs1	-13	5	6	15	0.21	-6	nt	0	0
16	CCN1CCCC(NC(=O)c2scc3c2CCCC3)C1 (configuration not stated)	-2	7	17	0	nt	-2	-4	-11	-5
17	COc1ccc(C2(C(=O)NCc3ccco3)CCCC2)cc1OC	4	-1	-2	7	0.56	-10	-8	1	1
18	COCCn1c(SCC(=O)NCCc2ccccc2)nnc1-c1ccco1	-9	-1	5	-43	2.6	-20	-3	-1	-4
19	COc1cc(S(=O)(=O)NCCN2CCOCC2)c(OC)cc1Cl	-15	-1	-1	2	-0.05	-8	24	-2	-1
20	COc1ccccc1NC(=O)N(Cc1ccco1)Cc1cc2ccc(C)c(C)c2[nH]c1=O	-19	1	18	-8	0.83	11	-1	-2	-1
21	OC(c1ccc(OCc2ccccc2)cc1)c1nnc(-c2ccccc2)o1 (configuration not stated)	-14	-2	1	-13	-1.5	8	nt	4	-2
22	O=C(NCCN=C1NS(=O)(=O)c2ccccc21)c1ccco1	11	8	7	5	0.07	-4	nt	-11	-2
23	COc1cc(C(=O)OCc2cc3ccccc3[nH]c2=O)cc(OC)c1OC	6	-12	8	7	-0.68	-2	46[fluorescence artefact?]	15	-22
24	CC(=O)Nc1cccc(OCC(=O)NS(=O)(=O)c2ccc(C)cc2)c1	4	-9	-6	-8	0.54	8	14	8	2
25	O=C(Nc1ccc2c(c1)OCO2)N1CCN(C(=O)C2CCCO2)CC1 (configuration not stated)	-8	17	14	-1	0.77	-4	-17	-21	1
26	Cc1cc(NC(=O)c2cc(-c3cccc(Cl)c3)on2)no1	-18	7	-3	-3	0.73	-15	28	-10	3
27	COc1ccc(NC(=O)C(NC(=O)c2ccccc2)C(C)C)cc1 (configuration not stated)	11	2	32	?	1.8	-7	6[fluorescence artefact?]	2	-1
28	CCCc1c(C)c2c(C)[nH]nc2oc1=O	-12	-5	-5	-17	-0.72	nt	-12	2	15
29	CCCNS(=O)(=O)c1ccc(CCC(=O)N2CCC(C)CC2)cc1	nt	9	-16	5	0.45	-13	1	-7	0
30	CCN(C(=O)COC(=O)c1cc2ccccc2cc1O)C1CCS(=O)(=O)C1 (configuration not stated)	-4	-7	4	4	0.4	-11	-12	10	-2
31	Cc1cc(C)cc(NC(=O)CCN2CC(C)OC(C)C2)c1 (configuration not stated)	-28	8	4	-10	3.4	-1	-2	-11	-1
32	O=C(COC(=O)c1cccnc1)Nc1cccc(Cl)c1	-8	-1	22	-18	-0.18	7	2	-1	1
33	CCC(=O)c1coc2ccc(O)cc12	8	-3	29	-9	-0.29	-59	67*[fluorescence artefact?]	-1	4
34	O=C(NC1CCCc2ccccc21)c1cccc(S(=O)(=O)N2CCN(c3ccccc3)CC2)c1 (configuration not stated)	-17	-7	-5	5	-0.6	-22	nt	6	-1
35	Cc1nc2ccc(S(=O)(=O)NCC(=O)NCCN3CCCCC3C)cc2s1 (configuration not stated)	-6	-7	12	-65	2	-31	-6[fluorescence artefact?]	7	0
36	Nc1nc(COc2ccccc2)cs1	6	-1	-9	7	-0.17	8	3	2	-3
37	COc1ccc(CCn2nnnc2C(C(C)C)N2CCN(c3ncccn3)CC2)cc1OC (configuration not stated)	-21	11	-10	nt	0.28	-67	8[fluorescence artefact?]	-12	-2
38	CC(=O)Nc1ccccc1C(=O)C(=O)O	-8	4	6	-4	-0.97	10	nt	0	-3
39	COc1ccc(Cl)cc1N1C(=O)C2CCCN2C1c1ccccc1F (configuration not stated)	11	8	13	-11	nt	-16	24	-12	-5
40	O=C(CCC(=O)c1ccc(F)cc1)Nc1cccnc1	-3	-12	-4	-7	0.67	-2	-14	12	-1
41	O=C(NC1CCCCC1)C(c1ccncc1)N(Cc1ccc2c(c1)OCO2)C(=O)C(F)(F)F (configuration not stated)	-46	7	13	17	-0.08	-30	-11	-6	1
42	Cc1cc(C)c(OCCCCn2cnc3ccccc3c2=O)c(C)c1	nt	4	-15	-15	0.25	-6	nt	0	-2
43	CC(C)CC(=O)Nc1ccccc1Oc1ccccc1	-74	-2	7	nt	-0.34	-5	-8	3	0
44	CCOC(=O)CNC(=O)CSc1nnc(-c2ccco2)n1N	16	3	8	nt	-0.22	-49	-2	-5	7
45	COC(=O)c1c(NC(=O)CSc2nncs2)sc2c1CCCCC2	-5	8	33	14	-1.4	0	-2	-10	20*
46	CCCc1nc2ccccc2c(=O)n1/N=C/c1ccccc1O	-21	5	7	-9	-0.3	20	25[fluorescence artefact?]	-6	6
47	CCN(CC(F)(F)C(F)F)S(=O)(=O)c1ccc(NC(=O)OC)cc1	-33	1	-17	12	-0.09	-6	-4	-3	0
48	O=C(Cc1cc(=O)[nH]c(=O)[nH]1)N1CCC(Cc2ccccc2)CC1	-14	-5	-13	0	nt	7	-11	2	3
49	Cc1ccc2c(c1)cc(CN(Cc1cccs1)C(=O)c1ccco1)c1nnnn12	-9	5	-6	46	-3	-15	5	-5	6
50	CN1CC(=O)N(C)c2ncn(Cc3ccccc3)c2C1=O	-6	4	8	-34	0.22	-20	4	-4	-8

The results go on:
entry	molecule	TNFa cytotox	PTPN22 act	VCAM1 TNFa inh	F-actin modifier	Pyk2 oligo antag	IL1B cytotox	ERa SRC1 inh	PTPN22 inh 2	FAK inh
51	Cc1ccc(NC(=O)/C(=C\c2cccc([N+](=O)[O-])c2)NC(=O)c2cccs2)cc1	-5	-6	13	nt	-1.4	-13	nt	8	-5
52	O=C(CSc1nc(-c2ccccc2)cs1)NCc1ccco1	-3	-4	2	5	0.74	-16	-26	4	1
53	O=S(=O)(Nc1ccncc1)c1ccc(Cl)cc1	-8	5	14	-19	-0.37	-2	nt	-8	0
54	O=C(COC(=O)c1cccs1)c1ccc2c(c1)OCCO2	-19	-7	2	4	-0.32	-38	4[fluorescence artefact?]	11	1
55	CCOC(=O)c1nnc(-c2cccs2)nc1Oc1ccccc1C(=O)OC	-2	-11	-12	-8	0.45	nt	19	11	0
56	S=C(NCCC(c1ccccc1)c1ccccc1)Nc1ccc(Cl)cc1	nt	-1	-21	14	-1.7	4	nt	4	4
57	OCCNCCCCOc1ccc(F)cc1	-2	-3	6	2	0.19	3	-5	3	-2
58	Nn1c(SCC(=O)N2CCCCC2)nnc1-c1ccncc1	-21	0	0	9	1	51	-6	0	-1
59	COc1cc(CO)cc(-c2cc(CO)cc(OC)c2OC)c1OC	-39	-6	11	25	0.63	17	-12	7	-1
60	CC1Cc2nc(SCC(=O)NCc3ccccc3)n(Cc3ccccc3)c(=O)c2S1 (configuration not stated)	-2	8	17	2	nt	-66	-7	-11	8
61	C=CCn1c(-c2ccc(OC)cc2)csc1=Nc1c(C)n(C)n(-c2ccccc2)c1=O	-6	0	-3	0	-1.2	9	1[fluorescence artefact?]	0	2
62	COc1ccc(/C=C(\NC(=O)c2ccc(OC)c(OC)c2)C(=O)NCCc2c[nH]c3ccccc23)cc1	-4	-4	0	19	-0.18	3	nt	1	0
63	COc1cc(C2C(C#N)=C(N)Oc3c2oc(CO)cc3=O)cc(OC)c1OC (configuration not stated)	-17	1	12	8	0.97	16	-2	-3	2
64	CN(C)C(/C=C/Nc1ccc(C#N)cc1)=C(C#N)C#N	-9	-8	0	0	1.2	3	nt	14	5
65	O=C(NCc1cccnc1)C1CCCN(S(=O)(=O)c2ccc(Br)cc2)C1 (configuration not stated)	-1	26	10	-1	-0.04	-14	-7	-28	1
66	N/C(=N\OC(=O)c1ccc(Cl)cc1Cl)c1ccccc1	-21	-5	-19	-7	-0.4	15	nt	10	-5
67	COc1cccc(NS(=O)(=O)CC23CCC(CC2=O)C3(C)C)c1 (configuration not stated)	-12	8	20	-14	-1.1	-5	nt	-5	0
68	Cc1ccc(Nc2nc3ccccc3[nH]2)nc1	-11	0	0	-3	0.2	-4	-6	-8	7
69	Cc1ccc(N2C(=O)c3n[nH]c(C)c3C2c2ccccn2)cc1 (configuration not stated)	28	-2	4	-49	-0.08	37	-3	2	6
70	COC(=O)c1sccc1NC(=O)C1CC2CCC1C2 (configuration not stated)	13	-2	17	-23	-1.1	2	-5[fluorescence artefact?]	5	-3
71	O=C(CCCN1C(=O)c2ccccc2C1=O)N1CCc2ccccc2C1	12	-3	4	7	0.41	-17	6	7	-2
72	CCOC(=O)N1CCN(C(=O)COc2ccc3c(c2)C(=O)CC2(CCN(C(C)=O)CC2)O3)CC1	3	-7	4	2	1.3	nt	0	4	-1
73	CCCCN(C)CCNS(=O)(=O)c1ccc2c(c1)n(C)c(=O)c(=O)n2C	0	-2	8	4	nt	26	4[fluorescence artefact?]	-2	6
74	Oc1ccccc1-c1n[nH]c(=S)n1Cc1ccco1	-4	0	-16	-12	-0.32	-1	-5	0	-1
75	COc1ccc(CCNC(=O)c2ccncc2)cc1OC	5	-2	10	-1	-0.04	12	1	1	-3
76	COc1ccc(N2CCN(C(=O)C(CCSC)N=C3NS(=O)(=O)c4ccccc43)CC2)cc1 (configuration not stated)	-30	0	15	22	-0.05	-7	6[fluorescence artefact?]	0	-2
77	O=C(CN1CCCCC1)Nc1ccccc1	-35	2	8	8	-0.01	-27	-4	-3	-2
78	CN(CC(=O)NC1CCCc2ccccc21)S(=O)(=O)c1ccc2c(c1)c(=O)n(C)c(=O)n2C (configuration not stated)	2	7	12	-17	nt	0	-6[fluorescence artefact?]	-8	3
79	CCCNC(=O)N1CCN(S(=O)(=O)c2ccc(C)cc2)CC1	16	6	13	35	1.5	6	-6	-7	2

Source: PubChem (several laboratories)

Compounds as they come. Share with any hit: about 3.8%.
